# D2 antag: antagonists of human D2 dopamine receptor | HEK293 TREx D2 cells, calcium flux, dopamine EC80 | inhibition, % at 10 µM | AID 485344 | 340,000 compounds, 2% hits | P14416; in the data active means inhibition above about 30%; further: 0% is about no effect
#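 Calcium flux kinetic readout in an inducible HEK293 TREx D2 line plated overnight at 30 C. After 180 s compound exposure, an EC80 dopamine challenge follows with another 180 s kinetic read to detect antagonism.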
# USP1 inh: USP1/UAF1 (human) deubiquitinase inhibition; recombinant USP1/UAF1, Ub-Rhodamine cleavage fluorescence; Potency, µM (doses to about 57.1 µM), for inactives: top-dose activity change, negative = inhibition, actives largely listed as inhibitors; 390,000 compounds, 0.23% hits; AID 743255; further: potency means the concentration at half of the fitted maximal effect; on the % scale 0 is the no-effect control and ±100 the full control effect; nearly all actives have a fitted effect of over 60% in size; inactives centre near -12
# Target sequence (O94782 whole entry, looked up): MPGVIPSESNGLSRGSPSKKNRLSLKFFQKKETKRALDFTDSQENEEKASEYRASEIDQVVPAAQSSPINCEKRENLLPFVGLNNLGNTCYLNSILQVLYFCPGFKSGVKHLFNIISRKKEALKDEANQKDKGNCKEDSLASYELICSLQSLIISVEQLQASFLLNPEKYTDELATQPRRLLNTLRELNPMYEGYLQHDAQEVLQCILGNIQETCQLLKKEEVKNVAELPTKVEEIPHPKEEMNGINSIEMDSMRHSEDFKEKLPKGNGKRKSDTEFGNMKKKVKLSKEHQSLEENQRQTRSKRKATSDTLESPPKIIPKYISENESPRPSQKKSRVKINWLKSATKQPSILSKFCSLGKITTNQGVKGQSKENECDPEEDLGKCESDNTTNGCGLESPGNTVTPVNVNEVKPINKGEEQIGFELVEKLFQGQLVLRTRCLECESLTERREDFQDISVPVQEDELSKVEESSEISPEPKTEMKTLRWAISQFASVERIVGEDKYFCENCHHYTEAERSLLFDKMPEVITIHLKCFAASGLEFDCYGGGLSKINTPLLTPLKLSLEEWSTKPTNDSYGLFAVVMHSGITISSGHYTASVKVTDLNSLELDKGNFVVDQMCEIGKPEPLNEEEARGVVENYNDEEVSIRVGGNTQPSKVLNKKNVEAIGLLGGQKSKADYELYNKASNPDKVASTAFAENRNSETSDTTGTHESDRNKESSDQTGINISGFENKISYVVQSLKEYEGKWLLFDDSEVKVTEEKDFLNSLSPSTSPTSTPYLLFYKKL
#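 1 nM enzyme complex + cpd, 15 min RT; start with Ub-Rho 150nM final; kinetic fluorescence ex 480/em 540, 6 reads q60 s. Buffer 50mM HEPES pH 7.8, 0.5mM EDTA, 0.1 mg/ml BSA, 1mM TCEP, 0.01% Tween-20.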
# TrxR1 substrate: substrates of rat thioredoxin reductase 1 | O89049 | purified TrxR1 substrate turnover, NADPH consumption readout | Potency, µM (doses to about 114 µM), for the others: top-dose activity change, negative = substrate turnover | 390,000 compounds, 0.01% hits; further: potency means the concentration at half of the fitted maximal effect; on the % scale 0 is the no-effect control and ±100 the full control effect; nearly all actives have a fitted effect of over 50% in size
#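 Rat TrxR1, dispensed at 90 nM, was prereduced with 400 uM NADPH (final) for 5 min at ~22 deg C, then incubated with compound 15 min before 400 uM selenite. A first-read NADPH fluorescence drop versus no-compound background flagged substrates.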
# mIDH1 inhibitor: inhibitors of human mutant IDH1 R132H; IDH1-R132H enzyme, NADPH consumption, diaphorase/resazurin fluorescence; 390,000 compounds, 0.093% hits; Potency, µM (titrated, usually from 76.6 µM), inactives show at the highest dose activity change, negative = inhibition, most hits filed as inhibitors; further: potency means the concentration at half of the fitted maximal effect; on the % scale 0 is the no-effect control and ±100 the full control effect; nearly all actives have a fitted effect of over 65% in size
#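 IDH1-R132H (0.5 ug/mL) preincubated 30 min with compound, then NADPH (0.016 mM) and alpha-KG (2 mM) added; 80 min at RT, pH 7.5. Remaining NADPH coupled via diaphorase/resazurin to fluorescence (540/590 nm); concentration-response curves normalized to no-enzyme control.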
# rTrxR1 inhibitor: inhibitors of rat thioredoxin reductase 1; O89049; recombinant rTrxR1, NADPH fluorescence consumption, selenite substrate; Potency, µM (highest dose often 114 µM), inactives show at the highest dose activity change, negative = inhibition, usual class: inhibitors; 390,000 compounds, 1% hits; further: potency means the concentration at half of the fitted maximal effect; on the % scale 0 is the no-effect control and ±100 the full control effect; nearly all actives have a fitted effect of over 65% in size
#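 Rat TrxR1 (90 nM in the dispensed reagent) was pre-reduced with 400 uM NADPH for 5 min at room temperature, then incubated with compound for 15 min. After 400 uM selenite was added, NADPH fluorescence (Ex 340/Em 450 nm) was followed for 8 min.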
# TRHR enhancer: TRH receptor (human) allosteric enhancement | TRHR cells, fluo-8 calcium fluorescence, EC20 TRH enhancement | P34981 | enhancement, % at 2 µM | 360,000 compounds, 0.66% hits; in the data active means enhancement above about 30%; further: 0% is about no effect
#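 TRHR-expressing cells loaded with fluo-8 calcium dye were read kinetically (ex 480/em 530) during compound addition, then stimulated with an EC20 of TRH (10 nM final). Enhancement of the Gq-mediated intracellular calcium response was scored.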
# Pin1 inhibitor: blocks the human prolyl isomerase Pin1; Q13526; Potency, µM (doses to about 115 µM), without a hit: at the top dose activity, negative = inhibition, most hits filed as inhibitors; 390,000 compounds, 0.009% hits; Pin1 FP peptide displacement, HiFluor488, 10 min; active means well fitted inhibition curve with a large enough effect in the polarisation, with a control signal flat, not every such curve was filed as active; inconclusive means small, poorly fitted or top-dose-only effect, or effect the other way, or a change in a side signal; inactive means no such curve, though single readings can be large or run the other way; the % refers to the polarisation; further: potency means the concentration at half of the fitted maximal effect; on the % scale 0 is the no-effect control and ±100 the full control effect
# Target sequence (Q13526 whole entry, looked up): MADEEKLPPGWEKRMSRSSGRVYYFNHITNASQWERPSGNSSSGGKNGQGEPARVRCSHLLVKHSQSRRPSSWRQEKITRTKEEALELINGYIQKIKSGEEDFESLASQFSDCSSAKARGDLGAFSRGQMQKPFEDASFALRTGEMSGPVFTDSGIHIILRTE
# TRHR ag: TRH receptor (human) agonism. TRHR cells, calcium flux fluo-8, FDSS agonist mode. activation, % at 2 µM. 360,000 compounds, 0.18% hits; in the data active means activation above about 30%; further: 0% is about no effect
#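 Agonist-mode FDSS calcium read (Ex 480/Em 530, 1 s cycles) in 1536-well TRHR cells with fluo-8 dye, after 10-cycle baseline and 23 nL compound addition; TRH at EC20 (10 nM final) added afterwards for the enhancer phase.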
# D2 agonist: activates the human D2 dopamine receptor | HEK293 T-REx D2 cells, calcium flux agonist mode | activation, % at 2 µM | 340,000 compounds, 0.53% hits | AID 485358;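 active means activation over 3 SD above normal in the single-dose calcium agonist read, cut at about 30% in these data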; further: 0% is about no effect
#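 Calcium-flux readout, 1 cycle/sec over 180 s following compound pin transfer, in inducible HEK293 Trex D2 cells (force-coupled); dopamine controls included. Positive calcium responses during this window marked compounds as potential agonists.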
# * hit, by the source's call; ? = inconclusive; · = not tested or not shown; & = joins results of further samples; [ ] = another dose, or the depositor's remark. Unless noted, the call rests on the fitted dose curve; in most records, active means well fitted inhibition curve with a large enough effect; inconclusive means small, poorly fitted or top-dose-only effect; inactive means no such curve, though single readings can be large or run the other way.
Compound	D2 antag	USP1 inh	TrxR1 substrate	mIDH1 inhibitor	rTrxR1 inhibitor	TRHR enhancer	Pin1 inhibitor	TRHR ag	D2 agonist
CCNc1cc(Nc2c(C)n(C)n(-c3ccccc3)c2=O)c([N+](=O)[O-])c2nonc12	-12	?	-1%[57.1 µM]	3%	4%[57.1 µM]	4	2%	0.4	-0.2
Fc1ccc(Sc2cc(Cl)c(-c3ccccc3)nn2)cc1	8	-22%	7%[57.1 µM]	3%	7%[57.1 µM]	-2	1%	0.8	0.2
CCCCOc1ccc(C(=O)NNC(=S)NC(=O)CC)cc1	4	-8%	-9%	4%	-29%	14	-3%	0.2	-0.1
Cc1nc(N)nc(N(C)c2ccccc2)c1Br	·	-12%	6%[57.1 µM]	4%	11%[2.29 µM]	·	-5%	·	·
COc1ccc(-n2c3c(cc(-c4nc(-c5ccc(C)cc5)cs4)c2=O)C(=O)CC(C)(C)C3)cc1	·	4%	14%	-6%	18%	-5	6%	2.4	0.2
O=C(c1ccoc1)N1CCCC(CO)(CCCc2ccccc2)C1 (configuration not stated)	15	-14%	7%	-13%	20%	-5	0%	0.0	0.9
Oc1cc(-c2ccccc2)c2ccccc2c1	-6	-21%	10%[57.1 µM]	30%[activator]	18%[57.1 µM]	-4	2%	0.0	0.8
Cc1ccccc1OCC(=O)NCCNC(=O)c1ccncc1	-4	-6%	13%	-10%	49%[activator]	27	-4%	-1.0	-0.4
Cc1ccccc1NC(=O)Cn1c(=O)n(CCc2ccccc2)c(=O)c2sc3ccccc3c21	·	-13%	2%	2%	3%	1	2%	-1.6	-0.8
C=CCOC(=O)C(C#N)c1nc2ccccc2nc1N1CCN(Cc2ccccc2)CC1 (configuration not stated)	-7	?	8%[57.1 µM]	4%	22%[57.1 µM]	0	?	1.3	0.7
COc1ccc(S(=O)(=O)NCC(c2ccc(N(C)C)cc2)N2CCCC2)cc1F (configuration not stated)	·	1%	-6%[57.1 µM]	0%	-4%[57.1 µM]	-5	-1%	-0.4	·
O=C(NCC1CCCO1)C1CCCN(S(=O)(=O)c2cc(Cl)ccc2Cl)C1 (configuration not stated)	-5	-11%	-2%	5%	4%	4	-2%	-0.1	-0.3
CC1CN(CCCCOc2ccc(Cl)c3ccccc23)CC(C)O1 (configuration not stated)	58*	-18%	5%	11%	2%	-12	?	-0.9	-2.5
COc1ccccc1CC(=O)OCC(=O)N1CCN(c2ccc(F)cc2)CC1	·	-13%	-5%	-6%	5%	·	0%	·	·
CCCc1cc(=O)oc2cc(OCc3ccc(OC)cc3)c(Cl)cc12	-2	-2%	7%	-16%	6%	6	0%	0.3	5.0
COCCNC(=O)Cn1nc(C(F)(F)F)c(Cl)c1C	8	-20%	8%	9%	17%[57.1 µM]	9	-2%	0.0	0.9
O=S1(=O)N=C(N/N=C/c2cccs2)c2ccccc21	-20	-12%	-11%	0%	-8%	6	-1%	1.1	0.8
COCCC(=O)N1CCC(Oc2ccc(C(=O)N3CCC(N(C)C)C3)cc2)CC1 (configuration not stated)	·	-18%	4%	-6%	0%	25	-4%	0.1	·
O=C(NCCCn1ccnc1)c1csc2ccccc12	-4	-16%	1%	-1%	18%	1	-10%	-0.2	-0.4
Cc1ccc(-c2nnn(CC(=O)NCC3CC3)n2)o1	2	-14%	-3%[57.1 µM]	-9%	5%[57.1 µM]	-1	0%	0.3	0.0
CC1CN(C(=O)CN2C(=O)NC(C)(c3ccccc3)C2=O)CC(C)O1 (configuration not stated)	6	1%	2%	3%	24%	0	-6%	0.8	0.2
COc1ccc(-n2nnnc2C2CCN(S(=O)(=O)c3ccc(C(C)(C)C)cc3)CC2)cc1	·	-4%	4%	-8%	46%[activator]	-6	-7%	1.3	1.0
COc1ccc(C2=NOC(Cn3nc(-c4ccccc4)cc3C(=O)NCc3cccc(Br)c3)C2)cc1 (configuration not stated)	·	-27%	-6%	3%	16%[57.1 µM]	·	26%	·	·
Cc1nn(C(=O)c2nn(C)cc2[N+](=O)[O-])c(C)c1Br	0	-6%	9%[57.1 µM]	-2%	12%[57.1 µM]	-7	4%	-0.4	-0.5
CCCn1ccc2c(OCC(=O)Nc3ccccc3C(=O)OCC)cccc2c1=O	·	?	1%[57.1 µM]	0%	14%[57.1 µM]	17	0%	0.0	0.8

# Limited to D2 agonist, TrxR1 substrate and mIDH1 inhibitor, for two of the compounds above:
SMILES,D2 agonist,TrxR1 substrate,mIDH1 inhibitor
Cc1ccccc1NC(=O)Cn1c(=O)n(CCc2ccccc2)c(=O)c2sc3ccccc3c21,-0.8,2%,2%
CCNc1cc(Nc2c(C)n(C)n(-c3ccccc3)c2=O)c([N+](=O)[O-])c2nonc12,-0.2,-1%[57.1 µM],3%

# Additional structures
Compound	D2 antag	USP1 inh	TrxR1 substrate	mIDH1 inhibitor	rTrxR1 inhibitor	TRHR enhancer	Pin1 inhibitor	TRHR ag	D2 agonist
C[C@H](CO)N1C[C@H](C)[C@@H](CN(C)C(=O)Nc2ccc(C(F)(F)F)cc2)Oc2ccc(NC(=O)Nc3ccc4c(c3)OCO4)cc2C1=O	·	-17%	-3%	1%	10%	·	0%	·	·
COc1c(OC(C)=O)ccc(/C=C/c2ccc3ccccc3n2)c1[N+](=O)[O-]	5	-21%	-6%	?	11%	-2	1%	-0.4	0.1
CCC(CC)C(=O)Nc1ccc(OCc2cc(=O)n3ccsc3n2)cc1	·	?	-2%	15%	-2%	0	-1%	-0.7	-1.0
COc1ccc(C(C)=O)cc1CSCc1cc(C(C)=O)ccc1OC	-33	-22%	10%[57.1 µM]	3%	5%[57.1 µM]	6	12%	-0.5	-0.1
COCCn1c(=O)[nH]c2cc(C(=O)Nc3cccc(C(C)=O)c3)ccc2c1=O	·	-6%&-3%	4%[57.1 µM]	0%&-1%	24%[57.1 µM]	6&-3	-1%&4%	0.4&0.4	-0.1
CCc1cccc(C)c1NC(=O)CCCN1C(=O)C(c2ccccc2)Oc2cccnc21 (configuration not stated)	·	-15%	-1%	11%	5%	2	1%	-0.3	-0.2
C=C1CCC(OC(C)=O)C2(C)CCC3C(C)C(=O)OC3C12O (configuration not stated)	0	-23%	2%	0%	5%	0	-7%	0.3	0.2
Cc1ccccc1C(=O)Nc1ccccc1C(=O)OCc1cc(=O)n2nc(C3CC3)sc2n1	·	?	-3%[57.1 µM]	12%	12%[57.1 µM]	5	-2%	-2.0	-0.1
CN(CC(=O)Nc1ccccc1Cl)C(=O)C1CSC2(C)CCC(=O)N12 (configuration not stated)	-2	-10%	5%	2%	20%	-5	-8%	0.0	0.1
CCN1C(=O)[C@H]2[C@@H](c3ccc(-c4cc(C(C)=O)cs4)cc3)N[C@@](Cc3ccccc3)(C(=O)OC)[C@H]2C1=O	·	-6%	5%[57.1 µM]	-13%	-4%	·	0%	·	·
O=C(Nc1ccccc1C(=O)NCc1ccco1)c1ccco1	4	-4%	-11%	-2%	-20%	-5	2%	-0.1	-0.7
O=C(CNC(=O)c1cccs1)NCC(=O)OCc1ccccc1Cl	7	?	10%	4%	11%	-2	-2%	-1.1	-2.2
O=C(Cn1ccc([N+](=O)[O-])n1)c1ccccc1	-3	-18%	7%	0%	11%	-1	2%	0.3	0.1
O=C(Cc1cccs1)N1CCN(c2cccc(Cl)c2)CC1	·	-13%	4%	4%	-1%	4	-6%	0.1	·
O=c1cc(CSc2ccccc2)[nH]c2ccccc12	3	-8%	-7%	-3%	11%	5	-8%	0.2	-0.2
Cc1ccc(NC(=S)NC(C)(C)C)c([N+](=O)[O-])c1	8	-6%	4%[57.1 µM]	14%	3%[57.1 µM]	2	-1%	-0.1	0.0
COc1cc2sc(-c3ccc(S(C)(=O)=O)cc3)c(-c3ccc4c(c3)OCO4)c2cc1OC	·	-11%	71%[activator]	-8%	17%	·	7%	·	·
CC1(C)C/C(=C(/C#N)C(N)=O)CCO1	4	6%	-1%	6%	-5%	-4	1%	0.3	1.3
CCOC(=O)N1CCN(C(=O)c2cn(C)c3ccc(S(=O)(=O)N4CCOCC4)cc3c2=O)CC1	-13	-18%	4%	-7%	-7%	4	-2%	0.3	1.1
COc1cc(OC)c(OC)cc1C#N	-19	18%	-1%	-3%	10%	-4	9%	0.3	-0.5
Oc1c(C=NCc2ccncc2)sc2ccccc12	18	-4%	-5%	-7%	-13%	4	20%	0.2	-0.2
Cc1ccc2c(CSc3nnc(N)s3)cc(=O)oc2c1	13	-12%	7%[57.1 µM]	9%	-11%[57.1 µM]	-6	-2%	-0.7	0.9
CS(=O)(=O)N1CCc2cc(C(=O)NC3CC3)ccc21	4	-21%	-2%	-5%	3%	-7	-10%	0.3	0.7
CN(NC(=O)NN(C)C(=O)c1ccccc1)C(=O)c1ccccc1	·	-19%	-3%[11.4 µM]	4%	-10%[11.4 µM]	·	-6%	·	·
Cc1n[nH]c2c([N+](=O)[O-])c(=O)[nH]c(=O)n12	·	-4%	-16%	2%	-15%	·	0%	·	·
Cc1c(C=NCCOCc2ccccc2)cnn1C	-20	-2%	13%	1%	8%	8	5%	0.6	-0.1
COc1ccc(N2C(=O)CCC(C(=O)O)C2c2ccc(OC)c(OC)c2)cc1 (configuration not stated)	-17	-14%	-9%	9%	-8%	1	3%	1.1	0.0
COc1cc(C=O)ccc1OCCCOc1ccc([N+](=O)[O-])cc1	-2	-22%	-2%	0%	-1%	1	19%	1.2	0.6
CCc1n[nH]c2c1/C(=N/O)CCC2	-10	-16%	2%[57.1 µM]	2%	14%[57.1 µM]	1	1%	-0.1	-0.6
Cc1cc(C)c(S(=O)(=O)NCC2CCC(C(=O)NCc3ccccn3)CC2)c(C)c1 (configuration not stated)	-14	-10%	3%[57.1 µM]	4%	18%[57.1 µM]	1	-2%	-0.6	-0.1

# Only part of the results is shown; rates above refer to the full screens.
